# Rv3671c inh: Rv3671c (M. tuberculosis) protease inhibition; P9WHR9; inhibition, % at 5.96 µM; hit rate 0.048% among 320,000; AID 2606; in the data active = inhibition above about 38%;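 also: extracellular domain of Rv3671c used as enzyme; 0% = enzyme with DMSO and 100% = no enzyme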
# Target sequence (P9WHR9 whole entry, looked up, the tested form may be a part): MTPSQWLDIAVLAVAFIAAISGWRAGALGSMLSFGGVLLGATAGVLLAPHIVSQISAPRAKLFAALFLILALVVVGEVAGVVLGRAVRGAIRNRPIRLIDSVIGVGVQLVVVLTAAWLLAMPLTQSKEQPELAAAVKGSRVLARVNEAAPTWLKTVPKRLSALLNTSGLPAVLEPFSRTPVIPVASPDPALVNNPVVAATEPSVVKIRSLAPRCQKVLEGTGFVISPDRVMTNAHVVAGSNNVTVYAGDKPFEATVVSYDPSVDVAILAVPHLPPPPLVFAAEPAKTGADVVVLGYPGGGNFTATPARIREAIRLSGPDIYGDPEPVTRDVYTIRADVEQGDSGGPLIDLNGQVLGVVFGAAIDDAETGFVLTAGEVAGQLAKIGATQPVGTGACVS
# Mtb FBA inh: Mtb fructose-bisphosphate aldolase inhibition | P9WQA3 | purified M. tuberculosis FBA, fluorescence read-out | inhibition, % at 1 µM | hit rate 2.3% among 360,000 | AID 588726; in the data active = inhibition above about 27%;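 also: 0% = vehicle and 100% = reference inhibitor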
# GDH-TPI counter: inhibits GDH-TPI coupling enzymes, artifact for Mtb FBA screen; GDH-TPI coupled enzyme counterscreen, NADH absorbance; inhibition, % at 4.8 µM; hit rate 1.2% among 360,000;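 also: 0% = DMSO wells and 100% = wells lacking the enzyme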
# Mtb UGM inh: blocks M. tuberculosis UGM enzyme; P9WIQ1; purified UGM, fluorescence polarization probe displacement; inhibition, % at 10 µM; hit rate 0.06% among 320,000; in the data active = inhibition above about 10%, passing the limit was not always enough; inconclusive = no clear call, values can overlap the other calls
# Target sequence (P9WIQ1 whole entry, looked up): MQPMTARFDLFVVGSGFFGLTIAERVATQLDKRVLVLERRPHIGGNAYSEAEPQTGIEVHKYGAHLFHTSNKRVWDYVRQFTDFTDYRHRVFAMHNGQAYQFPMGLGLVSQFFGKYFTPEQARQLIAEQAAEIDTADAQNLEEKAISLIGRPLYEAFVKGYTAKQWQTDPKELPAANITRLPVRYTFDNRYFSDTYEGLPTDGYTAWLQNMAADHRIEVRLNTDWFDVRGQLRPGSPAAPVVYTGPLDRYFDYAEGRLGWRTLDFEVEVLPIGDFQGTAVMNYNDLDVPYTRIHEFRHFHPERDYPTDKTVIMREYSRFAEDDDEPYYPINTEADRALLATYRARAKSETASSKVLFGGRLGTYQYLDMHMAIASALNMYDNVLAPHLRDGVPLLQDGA
# BioA inh: blocks M. tuberculosis BioA enzyme activity; purified M. tuberculosis BioA enzyme, plate reader; inhibition, % at 9.99 µM; hit rate 0.096% among 360,000; in the data active = inhibition above about 40%; inconclusive = no clear call, values can overlap the other calls
# CCHF vOTU inh: CCHFV vOTU protease inhibition. Pep-AMC fluorescence. inhibition, % at 11.5 µM. hit rate 0.55% among 370,000. AID 651958; also: 0% = vehicle wells with enzyme and 100% = no enzyme wells
# MazEF act: MazEF (E. coli) toxin RNase activation; FAM/BHQ RNA-DNA oligo cleavage fluorescence, 5 h; activation, % at 20 µM; hit rate 0.32% among 350,000; AID 504720; in the data active = activation above about 50%
# VHR inh abs: DUSP3 (human) phosphatase inhibition; AID 1654; hit rate 0.52% among 290,000; recombinant VHR phosphatase, pNPP absorbance; P51452; inhibition, % at 13.3 µM; in the data active = inhibition above about 50%; also: some compounds called inactive have numbers as strong as hits
# Target sequence (P51452 whole entry, looked up): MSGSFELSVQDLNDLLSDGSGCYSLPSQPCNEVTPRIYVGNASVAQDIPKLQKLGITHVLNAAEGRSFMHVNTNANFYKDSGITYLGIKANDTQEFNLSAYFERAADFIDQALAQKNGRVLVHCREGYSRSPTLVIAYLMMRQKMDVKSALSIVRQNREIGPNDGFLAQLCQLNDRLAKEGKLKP
# FadD28 FP inh: blocks FadD28 binding to the bisubstrate probe; fluorescence polarization; inhibition, % at 12.5 µM; hit rate 0.22% among 360,000; AID 588549; in the data active = inhibition above about 8.5%, passing the limit was not always enough; inconclusive = no clear call, values can overlap the other calls
# BoNT-F LC inh: BoNT F light chain protease inhibition | Multiplex microsphere protease cleavage assay, flow cytometry | inhibition, % at 10 µM | AID 588497 | hit rate 0.22% among 360,000; in the data active = inhibition above about 35%, passing the limit was not always enough; inconclusive = no clear call, values can overlap the other calls; also: plate controls were buffer without enzyme for full effect and enzyme alone for no effect
# * hit, by the source's call; ? = inconclusive; . = no result given. Rule as the data show it, unless noted: active = inhibition above about 30%; inactive = the rest.
smiles	Mtb UGM inh	VHR inh abs	CCHF vOTU inh	Mtb FBA inh	FadD28 FP inh	GDH-TPI counter	BoNT-F LC inh	Rv3671c inh	MazEF act	BioA inh
COc1ccc(C(=O)NCC(=O)NCC(=O)OCC(=O)c2ccc(C)cc2)cc1	2.6	14	-9	2	-1.2	1	-2	-3	1	-3.4
O=C(CN(Cc1ccc(Cl)cc1)C(=O)CNS(=O)(=O)c1ccccc1)NCC1CCCO1 (stereo not drawn)	2.1	27	2	2	.	8	2	2	3	-4.2
COc1ccc(C(=O)c2c3ccc(OC)cc3[n+]([O-])n2CCCC(N)=O)cc1	0.1	.	16	-4	0.4	10	-12	-3	10	0.1
CC1CCCCC1NC(=O)CCC(=O)N1CCOc2ccc(Cl)cc21 (stereo not drawn)	0.2	1	0	0	1.0	-2	8	6	6	-1.8
Cc1cccc(NC(=O)CCN2CCCCC2)c1	1.0	13	1	1	-2.0	10	-4	-1	-1	0.2
CC(Cc1ccccc1Sc1ccccc1)N(C)C (stereo not drawn)	0.4	-1	-8	2	-2.2	-5	2	-2	9	-0.7
N#C/C(=C\c1ccc(Sc2ccccc2)o1)c1nc2ccccc2[nH]1	-1.3	-5	3	-7	-1.0	16	-1	-15	-62	-1.4
CN1C(=O)[C@H]2[C@@H](c3ccc(C(F)(F)F)cc3)N[C@]3(CCCN(Cc4ccco4)C3=O)[C@H]2C1=O	.	.	15	2	-2.1	5	-9	.	5	2.2
c1ccc2sc(NN=C3CCCCCC3)nc2c1	3.0	2	-6	-1	-3.6	-4	-10	2	15	.
Cc1ccccc1NNC(=O)C(=O)NNc1ccccc1C	3.8	5	-8	2	-1.5	7	-4	2	4	.
O=C(Nc1ccc(S(=O)(=O)Nc2ccnn2-c2ccccc2)cc1)C(F)(F)F	-1.7	.	-6	5	3.1	14	-3	0	-4	-0.7
Cc1cc(C)cc(NC(=S)N2CCC(NC(=O)C3CC3)CC2)c1	-0.7	11	6	6	-2.8	5	-8	4	4	0.3
Cc1cccc(OCC(=O)Nc2ccccc2-c2ccccc2)c1	-0.3	3	0	-2	-5.8	-2	2	-5	0	-1.1
O=C1NN=C(c2ccccc2)CC1c1c[nH]c2ccccc12 (stereo not drawn)	-0.6	2	5	-2	-1.2	-3	-6	5	4	.
O=C(COC(=O)CCCSc1nc2ccccc2[nH]1)Nc1cccc(F)c1	2.2	9	-16	0	-3.4	8	-8	-35	1	0.6
COc1ccccc1NC(=O)Cn1nc(-c2ccc(Cl)cc2)c2ccccc2c1=O	1.4	14	28	5	-2.6	14	13	-25	-11	0.2
Cc1nc(SCCOc2ccccc2F)[nH]c(=O)c1Cc1ccccc1	3.9	7	16	0	-3.8	-1	0	-5	1	.
CCCc1nc2scc(-c3ccccc3)c2c(=O)n1N	1.4	21	-13	6	1.5	3	0	-5	5	.
O=C(C1CCCCC1)N1CCC2CC1c1cc(-c3ccc4c(c3)OCO4)ccc12 (stereo not drawn)	.	.	-3	2	-3.7	.	-10	.	.	-3.5
COc1ccc(OC)c(C2C/C(=N/O)C(C)C(c3cc(OC)ccc3OC)N2)c1 (stereo not drawn)	.	.	-7	3	0.0	2	21	.	-5	-4.4
COc1cccc(NC(=O)CN(C)C(C)C(=O)NC(C)c2ccc(Cl)cc2Cl)c1 (stereo not drawn)	.	.	2	-1	-4.6	2	-6	.	-3	-0.2
COc1ccc(-c2nc(CN(CC3CCC(=O)N3)C(C)C)c(C)o2)c(C)c1C (stereo not drawn)	-0.4	1	3	10	-3.2	7	0	9	9	0.5
COc1cc(/C=C/C(C)=O)cc(OC)c1OC	-1.6	-2	10	3	-1.9	17	?	-2	4	-1.1
CCc1nnc(NC(=O)CSc2ncnc3scc(-c4ccc(C)cc4)c23)s1	-1.4	19	6	-1	-3.1	3	-3	-1	86*	-3.3
CC(C)Sc1nc2c([nH]1)c(=N)ncn2Cc1ccccc1	1.2	-3	-10	0	0.0	5	0	6	3	-0.1
Cc1onc(C(=O)NN)c1-c1csc(COc2ccc(Cl)cc2)n1	1.7	12	.	-1	-3.2	7	.	-2	-2	.
CCc1cc2ccc(C)cc2nc1SCC(=O)NNC(=O)c1ccco1	-0.8	-2	2	-5	-5.1	0	2	6	4	.
COc1ccc(NC(=O)CN(C)C(=O)c2ccc(NS(=O)(=O)c3cccc([N+](=O)[O-])c3)cc2)cc1	-0.1	.	3	-1	-0.2	-4	-3	-4	5	.
COc1ccc(NC(=O)CN(C)C(=O)c2cccc(S(=O)(=O)N3CCN(c4ccccc4)CC3)c2)cc1	-0.2	.	1	-2	-1.2	5	.	1	4	.
O=C(CSc1nnc(-c2cccnc2)n1-c1ccccc1)Nc1ccccc1	5.7	13	0	2	-0.1	8	-14	-8	-6	.

# More entries.
smiles	Mtb UGM inh	VHR inh abs	CCHF vOTU inh	Mtb FBA inh	FadD28 FP inh	GDH-TPI counter	BoNT-F LC inh	Rv3671c inh	MazEF act	BioA inh
Cc1ccccc1-c1nnc(SCCC(=O)N2CCOCC2)o1	-1.6	-7	-13	1	-3.2	-7	-4	13	3	.
Cc1onc(-c2ccccc2Cl)c1C(=O)N(C)C1CCCCC1	0.6	17	5	4	-0.9	6	-2	6	-10	-1.3
Cc1cc[n+](C(C)C(=O)c2ccc(-c3ccccc3)cc2)cc1 (stereo not drawn)	2.2	24	-6	7	-3.6	0	-6	-4	20	.
O=C(NCc1ccc(F)cc1Cl)C1CCN(S(=O)(=O)N2CCCCC2)CC1	2.1	-2	3	1	-1.1	4	7	-4	-1	2.9
COc1ccc(N(CC(=O)NCc2ccc3c(c2)OCO3)S(=O)(=O)c2ccc(O)c(C(=O)O)c2)cc1	.	.	13	0	1.0	-4	-4	.	-1	0.9
COc1ccc(/C=C/c2c([N+](=O)[O-])c(=O)n(C)c(=O)n2C)cc1	2.5	-2	8	-1	-0.6	-1	-4	-6	-6	.
CCc1nc2ccc(C(=O)NC3CCN(Cc4ccccc4)CC3)cn2c1N(C)Cc1ccc(N(C)C)cc1	.	.	12	3	1.3	1	-3	.	.	-0.4
CCOc1ccc(NC(=O)CSc2nc(N)c(-c3ccccc3)c(=O)[nH]2)cc1	-0.4	-11	3	1	0.8	-1	12	9	8	.
O=C(NC1CCCCC1)C(c1ccc(F)cc1)N(Cc1ccccc1)C(=O)CN1C(=O)c2ccccc2S1(=O)=O (stereo not drawn)	0.6	-5	2	3	-1.5	13	-2	7	-15	-3.1
CCc1cccc(NS(=O)(=O)c2ccc3c(c2)CCC(=O)N3)c1	-0.5	7	14	2	-5.0	-8	3	0	-3	.
Cc1c(NC(=S)NC(=O)c2ccccc2)c(=O)n(-c2ccccc2)n1C	0.2	.	-9	-1	-1.1	13	.	1	-3	1.9
Cc1cc(C(=O)N2CCCC(Nc3ccccc3)C2)c2ccc(F)cc2n1 (stereo not drawn)	0.3	-9	8	-6	-3.1	6	-2	6	1	1.3
CC/C(O)=C1\C(=O)CCCC1=NCCc1nc2ccccc2[nH]1	0.5	26	.	3	-1.8	3	7	3	.	.
CCN1CCN(CCCNC(=O)c2ccc(/C=C3/Oc4ccccc4N(Cc4cccc(C)c4)C3=O)cc2)CC1	-0.1	-13	.	24	-1.7	8	7	-68	-30	1.9
CC(NC(=O)COc1ccccc1)C(=O)N1CCN(c2ccc(F)cc2)CC1 (stereo not drawn)	1.9	.	1	0	-3.6	-9	-2	-4	0	1.1
CCSc1nnc(NC(=O)Cc2ccccc2OC)s1	0.4	9	1	1	-1.0	2	7	3	-1	-1.1
O=C(Cc1ccccc1)NNS(=O)(=O)c1ccc(F)cc1	0.5	-5	-10	3	2.1	4	-6	5	-18	.
CCn1c(CN2C(=O)CSc3ccccc32)n[nH]c1=S	0.9	5	-2	-1	0.4	-1	-15	-6	10	.
COc1ccc(N2CCN(c3ccc(NC(=O)c4ccc5c(c4)OCO5)cc3C#N)CC2)cc1	-0.3	13	.	2	1.4	-4	-14	-2	-7	0.9
CN1CCc2c(sc3c2C(=O)NC(c2cn(Cc4ccccc4)c4ccccc24)N3)C1 (stereo not drawn)	-2.2	5	-15	10	-0.7	25	-11	-10	-57	-1.1
CCOC(=O)C1CCN(C(=O)c2ccc3c(c2)NC(=O)/C(=C\c2cccc(C)c2)S3)CC1	-0.7	-2	10	1	-1.9	18	3	-22	6	-0.8
COc1ccc(OC)c(CCNC(=O)c2ccccc2NC(=O)C2=C(C)OCCS2)c1	0.8	-2	-2	6	-0.2	15	1	2	2	0.5
COc1cccc(OC)c1C(=O)Nc1ccc(S(=O)(=O)N2CCCCC2)cc1	0.5	-7	10	2	.	1	7	-16	-4	0.4
COc1ccc2[nH]c(=O)cc(C(=O)O)c2c1	0.8	25	-37	15	-1.0	7	-1	4	3	.
O=C(c1cccc(C(F)(F)F)c1)N1CCCC1	-0.7	17	1	0	-0.5	1	-5	0	-6	.
CC1(C)CC(=O)C=C(c2ccc(COC(=O)/C=C/c3ccccc3)cc2)C1=O	.	.	7	-3	-3.0	6	-3	.	-1	-0.3
Cc1ccccc1-n1c(SCC(=O)NC2CC2)nc2ccccc2c1=O	.	.	4	6	-1.6	7	-10	.	8	5.7
COCC(C)n1c(C)cc(C(=O)COC(=O)c2ccc3c(c2)NC(=O)CS3)c1C (stereo not drawn)	-2.7	-4	-10	3	-3.0	16	-3	-7	-2	-0.9
O=C(Nc1cccc(S(=O)(=O)Nc2ccc(SC(F)F)cc2)c1)C1CCC1	0.3	.	-3	-1	-0.9	3	-4	-20	4	1.1
Cc1ccc(NC(=O)c2cc(=O)c3ccccc3o2)cc1S(=O)(=O)N1CCOCC1	-1.2	26	5	-2	-2.8	9	6	-14	4	.

# Sorted by molecular weight (lowest first): some entries from above
smiles	Mtb UGM inh	VHR inh abs	CCHF vOTU inh	Mtb FBA inh	FadD28 FP inh	GDH-TPI counter	BoNT-F LC inh	Rv3671c inh	MazEF act	BioA inh
O=C1NN=C(c2ccccc2)CC1c1c[nH]c2ccccc12 (stereo not drawn)	-0.6	2	5	-2	-1.2	-3	-6	5	4	.
COc1ccc(-c2nc(CN(CC3CCC(=O)N3)C(C)C)c(C)o2)c(C)c1C (stereo not drawn)	-0.4	1	3	10	-3.2	7	0	9	9	0.5
O=C(Nc1ccc(S(=O)(=O)Nc2ccnn2-c2ccccc2)cc1)C(F)(F)F	-1.7	.	-6	5	3.1	14	-3	0	-4	-0.7
COc1ccc(N(CC(=O)NCc2ccc3c(c2)OCO3)S(=O)(=O)c2ccc(O)c(C(=O)O)c2)cc1	.	.	13	0	1.0	-4	-4	.	-1	0.9

# Next part.
smiles	Mtb UGM inh	VHR inh abs	CCHF vOTU inh	Mtb FBA inh	FadD28 FP inh	GDH-TPI counter	BoNT-F LC inh	Rv3671c inh	MazEF act	BioA inh
CC(C)[C@H](NC(=O)c1ccccc1)C(=O)OCC(=O)N1CC2(C)CC1CC(C)(C)C2 (stereo partly drawn)	1.7	-7	-15	1	0.3	-1	-5	-6	-4	.
CC(C)(C)c1ccc(C(=O)c2c[nH]c(C(=O)O)c2)cc1	0.8	18	-5	5	-3.3	7	-11	-2	-4	.
CCC(C)NC(=O)Cn1ccc2cc(S(=O)(=O)N3CCCCCC3)ccc21 (stereo not drawn)	-0.3	-4	-7	2	-0.6	6	-3	-7	4	-2.4
COc1ccc(N2C(=O)CSC2c2cccs2)cc1 (stereo not drawn)	1.8	-14	2	1	-0.4	5	-1	-12	2	.
O=C(NCc1ccc(N2CCCC2=O)cc1)c1cccc(Cl)c1	2.0	1	13	5	0.3	7	1	-1	2	3.0
COc1ccc(OCCCC(=O)N2CCCc3ccccc32)cc1	-2.7	7	18	3	-1.3	13	-11	1	2	0.6
Cc1nc(SCc2nc3c(O)cccc3[nH]2)c2oc3ccccc3c2n1	-4.1	.	13	1	-2.4	-2	-8	0	21	-0.5
Cc1nc(N2CCN(S(=O)(=O)c3cccc4nonc34)CC2)c2c3c(sc2n1)CCCC3	.	10	-17	0	-1.4	7	-8	7	-2	-1.4
O=C(NC1=NCCS1)c1ccc(OCC2CCCO2)cc1 (stereo not drawn)	-0.2	15	2	-7	-1.5	-12	-1	-3	-1	-1.6

# Rows were taken by chance; 4.9% or so of the library scored in one or more.
